Assay outcomes: PubChem BioAssay, Sanford-Burnham Center for Chemical Genomics
CCR6 antag: antagonists of human CCR6 receptor. P51684. CHO-K1 CCR6 PathHunter beta-arrestin, luminescence, CCL20-stimulated. inhibition, % at 20 µM. actives 0.49% (n = 340,000). AID 493098;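 active = compounds whose inhibition of the agonist-driven luminescence signal at 20 µM reaches about 50%, limit read from the data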;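 also: cells stimulated with CCL20 at 14 nM final; plate controls were DMSO with CCL20 for no effect and DMSO without agonist for full effect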
Target sequence (P51684 whole entry, looked up): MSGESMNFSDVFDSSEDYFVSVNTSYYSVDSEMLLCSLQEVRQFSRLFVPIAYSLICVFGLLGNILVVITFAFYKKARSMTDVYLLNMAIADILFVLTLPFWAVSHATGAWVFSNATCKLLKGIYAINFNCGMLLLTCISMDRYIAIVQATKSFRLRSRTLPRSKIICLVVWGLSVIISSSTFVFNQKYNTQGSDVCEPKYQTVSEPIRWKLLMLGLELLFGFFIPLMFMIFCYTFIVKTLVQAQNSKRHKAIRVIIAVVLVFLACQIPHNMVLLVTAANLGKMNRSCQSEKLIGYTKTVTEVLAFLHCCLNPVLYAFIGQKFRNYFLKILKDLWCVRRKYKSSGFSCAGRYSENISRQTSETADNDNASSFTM
CXCR6 block: inhibitors of human CXCR6 receptor; O00574; CHO-K1 PathHunter CXCR6 beta-arrestin, luminescence; inhibition, % at 20 µM; actives 0.36% (n = 360,000); AID 602244; in the data active = inhibition above about 34%, passing the limit was not always enough;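 also: antagonist mode with CXCL16 agonist at 10 nM final; 0% = 10 nM CXCL16 with DMSO and 100% = unstimulated wells without agonist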
Gli-Sufu antag: blocks Gli-Sufu signaling in a luciferase reporter | inhibition, % at 5 µM | AID 588413 | actives 0.74% (n = 340,000) | Sufu-KO-LIGHT fibroblasts, Gli luciferase reporter luminescence;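 active = inhibition above about 55%, limit read from the data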;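 also: 0% = DMSO-treated cells and 100% = wells with medium but no cells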
A3G deaminase: APOBEC3G (human) deaminase inhibition. actives 0.28% (n = 330,000). recombinant A3G, ssDNA deamination FAM/TAMRA fluorescence. inhibition, % at 20 µM;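 active = inhibition of at least 40% at 20 µM, with no more than 30% in the related APOBEC3A deaminase screen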;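 also: plate controls were DMSO wells with A3G for no effect and wells lacking A3G enzyme for full effect; some compounds called inactive have numbers as strong as hits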
Target sequence (Q9HC16 whole entry, looked up): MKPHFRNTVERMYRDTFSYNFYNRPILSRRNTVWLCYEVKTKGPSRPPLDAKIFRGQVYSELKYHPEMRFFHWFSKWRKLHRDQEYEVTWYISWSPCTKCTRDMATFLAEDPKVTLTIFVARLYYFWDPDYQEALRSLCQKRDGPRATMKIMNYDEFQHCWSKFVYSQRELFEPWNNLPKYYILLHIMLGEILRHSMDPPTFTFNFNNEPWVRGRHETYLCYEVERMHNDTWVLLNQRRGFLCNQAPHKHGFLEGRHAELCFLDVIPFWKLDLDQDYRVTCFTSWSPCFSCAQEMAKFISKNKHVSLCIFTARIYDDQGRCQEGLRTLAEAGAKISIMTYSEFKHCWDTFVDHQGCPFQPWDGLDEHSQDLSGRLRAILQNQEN
EBI2 antag: antagonists of human EBI2 receptor. P32249. EBI2 beta-arrestin recruitment, luminescence, 7a,25-OHC stimulated. inhibition, % at 5 µM. actives 0.81% (n = 360,000). AID 651636; in the data active = inhibition above about 38%;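 also: enzyme fragment complementation signal reports receptor beta-arrestin coupling in cells; 0% = agonist plus DMSO wells and 100% = wells without agonist; some results beyond the cut were filed as inactive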
GRIN3A LBD mod: modulates the human NR3A ligand-binding domain; NR3A LBD differential scanning fluorimetry, Tm shift; 0% = protein alone, 100% = glycine-bound protein; Tm shift relative to glycine control, % at 25 µM; actives 2.5% (n = 340,000);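 active = melting temperature shift of at least 10% of the positive control shift, at one fixed dose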
MPTP block: blocks calcium-induced mitochondrial swelling; isolated mouse mitochondria, Ca2+ swelling absorbance, 30 min; inhibition, % at 10 µM; actives 1.4% (n = 360,000);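 active = inhibition of 50% or more, scaled per plate between neutral and stimulator controls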;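 also: 0% = DMSO wells given calcium and 100% = 1 mM EGTA wells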
A3A deaminase: blocks human APOBEC3A ssDNA deamination | recombinant A3A, FAM/TAMRA ssDNA deamination fluorescence | actives 0.41% (n = 330,000) | AID 493011 | P31941 | inhibition, % at 20 µM;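 active = at least 40% inhibition at 20 µM here, with at most 30% in a related deaminase screen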;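 also: plate controls were A3A with DMSO for no effect and wells lacking A3A enzyme for full effect; some results filed as inactive read as strong as hits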
Target sequence (P31941 whole entry, looked up): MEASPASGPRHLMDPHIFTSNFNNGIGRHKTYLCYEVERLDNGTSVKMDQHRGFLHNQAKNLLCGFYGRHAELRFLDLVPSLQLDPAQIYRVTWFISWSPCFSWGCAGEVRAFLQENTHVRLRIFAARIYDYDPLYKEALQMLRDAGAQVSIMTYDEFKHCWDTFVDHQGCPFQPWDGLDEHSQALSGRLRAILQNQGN
* = called active by the depositor; x = not tested or not shown.

SMILES | CCR6 antag | CXCR6 block | Gli-Sufu antag | A3G deaminase | EBI2 antag | GRIN3A LBD mod | MPTP block | A3A deaminase
CCc1cc(=O)oc2cc(C)cc(OCC(=O)N3CCC[C@@H]3C(=O)O)c12 | -2 | -1 | 2 | -2 | -3 | -2 | 0.1 | -1
Cc1nc(CN2CCC(c3ccccc3)CC2)cc(=O)[nH]1 | 21 | 0 | 3 | -1 | -7 | -2 | -2.7 | 5
Cc1cccc(-n2nnc(C(=O)N3CCc4ccccc4C3)c2N)c1 | 5 | -7 | -21 | -8 | 7 | -3 | 0.4 | -1
O=S(=O)(c1ccc(Cl)c(Cl)c1)N1CCc2nc3ccccc3n2CC1 | 11 | 1 | 18 | x | 3 | -1 | 4.1 | x
O=C(NCc1ccccc1Cl)c1ccc(NC2=NC3CS(=O)(=O)CC3S2)cc1 (centres undefined) | -2 | -6 | -37 | -5 | -4 | 4 | -0.8 | -5
CCOC(=O)c1cnc(N2CCN(C(=O)OCC)CC2)[nH]c1=O | 3 | -7 | -17 | -7 | 4 | 0 | -1.8 | -2
Nc1nc(SCC(=O)N2CCCc3ccccc32)[nH]c(=O)c1-c1ccccc1 | 6 | 6 | -2 | -6 | -2 | -3 | 3.3 | -3
Cc1ccc(C(C(=O)NC2CCCC2)N(CCCO)C(=O)Cn2nnc(-c3ccc(C)o3)n2)cc1 (centres undefined) | -7 | 1 | -2 | -1 | 4 | -1 | -0.3 | 1
Cc1ccc(-c2cc(-c3ccccc3Cl)c(C#N)c(N)n2)o1 | 26 | 2 | -11 | 2 | 17 | -5 | -1.2 | 7
CCOC(=O)c1c(NC(=O)CSc2nnc(-c3ccco3)o2)sc(C(C)=O)c1C | 9 | -6 | 4 | -1 | -3 | 1 | 10 | 4
Cc1c(C(=O)N2CCN(c3ccccn3)CC2)sc2ncnc(N3CCN(c4ccccc4)CC3)c12 | 3 | -1 | 11 | -1 | 17 | 0 | -2.3 | 1
Cc1cccc(-c2ccc3c(c2)C2CC3CCN2C)c1 (centres undefined) | 11 | -2 | 1 | x | -6 | -1 | 1.5 | x
FC(F)(F)c1cccc(NC(=S)NCCN2CCOCC2)c1 | 3 | 0 | -2 | -12 | -10 | -3 | 2.3 | -4
CC(=NNC(=S)Nc1ccc(C)cc1)c1ccccn1 | 15 | 0 | 25 | x | 4 | -6 | 10 | x
Cc1nn(Cc2ccc(F)cc2)c2sc(C(=O)Nc3ccc(N4CCOCC4)cc3N3CCOCC3)cc12 | -4 | 13 | 26 | 1 | 34 | -1 | 1.0 | 4
COCCNc1nc(SCC(=O)N2CCN(c3ccccc3)CC2)nc2ccccc12 | 0 | 8 | 20 | -3 | 7 | -1 | 0.2 | 1
Cc1ccc(Oc2ccc(NS(=O)(=O)c3cccc(C(=O)O)c3)cc2)cc1 | 9 | -1 | -7 | -2 | -6 | -35 | 1.3 | 0
Cc1ccc2nc(NC(=O)Cn3cc4c(n3)CCCCC4)sc2c1 | -1 | -6 | -33 | -7 | -6 | -10 | 2.0 | -1
CC(C)C(=O)Nc1cccc(NC(=O)c2ccc([N+](=O)[O-])cc2Cl)c1 | -17 | -4 | -3 | -1 | -19 | -2 | -0.3 | -2
Cn1cnnc1SCC(=O)Nc1ccc(Br)cc1F | -3 | -2 | 0 | -6 | -1 | 2 | -2.8 | -2
O=C(CNC(=O)c1ccccc1Cl)OCC(=O)N1CCc2ccccc21 | 5 | 0 | -8 | 0 | -3 | -3 | 1.5 | 2
COc1cccc(-c2csc(NNC(=O)c3cccs3)n2)c1 | 10 | -24 | -1 | 4 | -3 | -5 | -0.3 | 1
COc1cc(/C=C(\C#N)C(=O)N2CCCCC2)ccc1O | 8 | 3 | 3 | -3 | -4 | 2 | 0.4 | -3
Cc1cc(NC(=O)Nc2cccc(Cl)c2)n(-c2ccccc2)n1 | -2 | -2 | 3 | 6 | -5 | -5 | 58* | 3
O=C(NCc1nnc(SCC(=O)N2CCc3ccccc32)o1)c1cccs1 | 13 | 0 | -5 | -3 | -1 | -1 | 1.8 | 1
O=C1N=c2ccccc2=C1c1sc(=S)n(CC2CCCO2)c1O (centres undefined) | 9 | 4 | -71 | -1 | 3 | 15* | 0.5 | 6
COC(=O)c1c(NC(=O)c2ccco2)sc2c1CC(C)(C)NC2(C)C | -5 | -3 | 17 | -3 | 4 | -1 | -0.9 | 1
COc1cc(/C=N/NC(=S)NCC2CCCO2)cc(OC)c1OC (centres undefined) | 17 | -5 | 5 | -4 | 8 | 0 | 3.7 | -3
Cc1ccc(Cl)cc1NC(=S)Nn1cnnc1 | 0 | 11 | 5 | 12 | -3 | 1 | -1.3 | -5
COc1ccc(C(=O)C2CCCN(S(=O)(=O)c3ccccc3F)C2)c(C)c1 (centres undefined) | 7 | -2 | -21 | -5 | 3 | -1 | -0.7 | 0
Cc1ccccc1C(=O)NC(CC(C)C)C(=O)Nc1ccc(S(N)(=O)=O)cc1 (centres undefined) | 5 | -3 | -8 | -9 | -6 | -2 | -0.6 | -3
COc1ccc(NC(=O)CCCN2C(=O)CN(C)C2=O)c(OC)c1 | -10 | -6 | 6 | -2 | -4 | -7 | -0.3 | -1
CCOC(=O)C1=C(C)N(C)C(=O)NC1c1cc2c(cc1Br)OCO2 (centres undefined) | -3 | -2 | -16 | -9 | -6 | 1 | -2.8 | -3
CCN(CC)c1ccc(NC(=O)CN2CCN(c3ccccc3F)CC2)cc1 | 4 | 2 | -5 | -6 | 4 | 0 | -0.7 | -1
CC(=O)c1c(C)[nH]c(C(=O)OCC(=O)NCc2cccs2)c1C | 6 | -3 | -19 | -3 | -6 | 2 | 1.3 | -2
O=C(NCCCn1ccnc1)c1cccc(S(=O)(=O)NCc2ccccc2)c1 | 6 | 7 | -2 | -6 | 3 | -1 | 0.1 | -2
COc1ccc(CCNC(=O)COc2cc(C)cc3oc(=O)c(C)c(C)c23)cc1OC | -12 | -9 | -7 | x | 6 | 1 | 0.2 | x
N#CC1=C(N)Oc2cc(Nc3ccccc3)ccc2C1c1ccncc1 (centres undefined) | 1 | 0 | 0 | -5 | 31 | -15 | -7.9 | 6
CC(C)CN(C(=O)CSc1nnc(-c2cccs2)n1N)c1c(N)n(Cc2ccccc2)c(=O)[nH]c1=O | -3 | 1 | -3 | -5 | -5 | 2 | -0.6 | 32
CCOCc1[nH]c(=S)[nH]c(=O)c1Cc1ccc(OC(C)C)cc1 | -6 | 2 | -5 | -6 | 2 | 1 | 0.3 | -5
CC1(C)C2CC=C(/C=N/n3cnnc3)C1C2 (centres undefined) | -10 | 1 | -14 | -6 | 1 | 1 | -1.1 | -5
COC(=O)c1cc(NC(=O)C2(S(=O)(=O)c3ccc(C)cc3)CC2)cc(C(=O)OC)c1 | 9 | -2 | 4 | -1 | -5 | 1 | -1.9 | 0
S=c1[nH]nc(Cn2c(-c3ccccn3)nc3ccccc32)n1-c1ccc2c(c1)OCCO2 | 0 | -1 | -6 | 24 | -5 | 1 | 2.4 | -4
Cc1ccc(-c2nnc(-n3nnc4ccccc43)c3ccccc23)cc1 | 16 | 3 | -1 | -1 | 28 | 0 | 1.4 | 3
COC(=O)C1=CNC=C(C(=O)OC)C1c1ccc(Cl)cc1 | 27 | -1 | -2 | -4 | 10 | 1 | 4.7 | -3
CC(C)(C)c1ccc(C(=O)NCC2CCCN2S(=O)(=O)c2ccccc2)cc1 (centres undefined) | 4 | -3 | 15 | -4 | 4 | 1 | 1.5 | 4
CC(=O)NC(CC(=O)Nc1ccc2c(c1)OCCO2)c1ccccc1 (centres undefined) | -10 | 0 | -14 | -7 | -6 | 1 | -1.6 | 7
CCOc1ccc(C(=O)CCC(=O)O)cc1 | 7 | -5 | -6 | -7 | -4 | -1 | -2.3 | -4
CCN(C(=O)CN1CC(C)OC(C)C1)c1c(N)n(Cc2ccccc2)c(=O)[nH]c1=O (centres undefined) | 2 | 5 | 4 | -9 | 5 | -1 | -1.1 | -2
CC(CN1CCCCC1)OC(=O)c1ccccc1Cl (centres undefined) | -6 | 2 | -9 | -7 | 8 | 0 | 0.5 | 0
COCCCN(C(=O)c1ccco1)c1nc(-c2ccc(OC)cc2)cs1 | 14 | 8 | -8 | -8 | 21 | -1 | 2.7 | -7
CC12CCC(=O)N1C(C(=O)N1CCN(S(=O)(=O)c3cccc(C(F)(F)F)c3)CC1)CS2 (centres undefined) | 8 | -9 | 5 | 3 | 1 | 1 | 0.4 | -1
Cc1ccc(O)c(C(=O)c2cnn(C(=O)COc3ccc(Cl)cc3)c2)c1 | -1 | -6 | -6 | -7 | 23 | 1 | -0.7 | -1
CC12CS(=O)(=O)CC1SC(=S)N2Cc1ccccc1 (centres undefined) | 5 | -6 | -2 | -5 | -8 | 1 | -1.0 | -3
CCN(Cc1ccncc1)C(=O)c1ccccc1NS(=O)(=O)c1ccc(F)cc1 | -3 | -2 | 7 | -6 | -4 | -2 | 1.7 | 1
O=C(C1CC1c1ccccc1)N1CCN(c2cccc(Cl)c2)CC1 (centres undefined) | 3 | -4 | 1 | x | 5 | 2 | 3.5 | x
Cc1ccccc1-n1c(SCc2cccc(F)c2)nc2[nH]ncc2c1=O | 17 | -2 | -5 | -1 | 4 | -1 | 2.3 | 5
CC(O)[C@H]1CN=C(N)N1CC1CCCCC1 (some centres undefined) | -6 | -7 | -1 | -5 | -4 | -1 | -1.0 | -4
COc1ccc(NC(=O)c2cc(S(=O)(=O)N3CCc4ccccc43)cn2C)c(OC)c1 | 9 | -4 | 0 | -1 | 66* | 2 | 0.6 | -2
N=NC(=O)c1ccccc1Nc1c(O)[nH]c2ccccc12 | 14 | 5 | -101 | x | -6 | -3 | -0.6 | x

Rewritten with values under each structure: part of the list above.
Fields: CCR6 antag | CXCR6 block | Gli-Sufu antag | A3G deaminase | EBI2 antag | GRIN3A LBD mod | MPTP block | A3A deaminase
> Cc1ccc(Oc2ccc(NS(=O)(=O)c3cccc(C(=O)O)c3)cc2)cc1
→ 9 | -1 | -7 | -2 | -6 | -35 | 1.3 | 0
> Cc1ccc2nc(NC(=O)Cn3cc4c(n3)CCCCC4)sc2c1
→ -1 | -6 | -33 | -7 | -6 | -10 | 2.0 | -1

Next part
SMILES | CCR6 antag | CXCR6 block | Gli-Sufu antag | A3G deaminase | EBI2 antag | GRIN3A LBD mod | MPTP block | A3A deaminase
CCOC(=O)C1CCN(C(=O)CSc2cc(=O)n(CC)c3ccccc23)CC1 | 8 | 1 | 13 | -5 | -4 | 0 | -2.5 | -12
CCOc1ccc(NC(=O)CN(C)C(=O)c2ccc(N3CCCCCC3)c([N+](=O)[O-])c2)cc1OCC | 27 | 8 | 3 | -2 | 6 | -4 | -0.6 | 1
CSCCC(N=C(NS(=O)(=O)c1ccc(C)cc1)c1ccccc1)C(=O)O (centres undefined) | 9 | 7 | -3 | -6 | -7 | -1 | 1.4 | -5
COC(=O)c1ccccc1NC(=O)CN1CCC(C(=O)c2ccc3c(c2)OCCO3)CC1 | -16 | -8 | 2 | -3 | 17 | -1 | -0.6 | -1
CC(=O)c1c(NCCc2ccccc2)nc(=S)n(-c2ccccc2)c1C | 16 | 14 | 15 | -3 | -4 | -1 | -3.6 | -2
COCCn1c(SCC(=O)NC2CCCCC2)nnc1-c1ccco1 | -4 | 3 | -15 | -1 | -6 | 0 | -1.2 | 1
COc1ccc(OCC(=O)NNC(=O)C(=O)Nc2ccccc2)cc1 | -1 | 4 | 5 | -6 | -5 | 1 | 0.6 | -3
CCOc1ccccc1N(C)C(=O)c1ccc2c(=O)n3c(nc2c1)CCCCC3 | 21 | 6 | -5 | -5 | -9 | -1 | -2.5 | -6
Cc1csc(CN(C)C(=O)CC2C(=O)NCCN2Cc2ccc(-c3ccccc3)cc2)n1 (centres undefined) | 15 | 2 | -2 | 0 | -9 | -1 | 0.7 | 5
CC(C)c1ccc(NC(=O)CSc2n[nH]c(=O)n2-c2ccc3c(c2)OCCO3)cc1 | -2 | -1 | 1 | -5 | 0 | 1 | 1.4 | -2
